Screens (PubChem)
TCR activator = activates T cell receptor signaling; AID 504894; primary human leukocytes, anti-CD3, IL-2 HTRF, 48 h; 330,000 tested, under 10 active; Potency, µM (highest dose often 9.22 µM), for the others: at the highest dose activation of IL-2 secretion, hits mostly activators; note: % of control where 0% means no effect
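Human primary leukocytes + a-CD3 beads + cpd, 48 hr; IL-2 in supernatant by HTRF (ex 320nm / em 665nm). No co-stimulatory signal supplied.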
ASM inhibitor = inhibitors of human secretory acid sphingomyelinase; AID 504937; Potency, µM (series often up to 57.5 µM), for the others: at the top dose activity change, negative = inhibition, actives largely listed as inhibitors; 340,000 tested, 0.006% active; P17405; placental ASM, HMU-PC fluorogenic substrate, 60 min; note: potency is the fitted concentration of half-maximal effect
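Human placenta-derived ASM preincubated with compound 10 min at room temperature, then reacted with 9 uM (final) fluorogenic HMU-PC substrate for 60 min at 37 C. Stop solution raises pH to 10; fluorescence read at Ex 386/Em 447 nm.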
a7 integrin act = integrin-mediated muscular dystrophy alleviation activation | Potency, µM (series often up to 38.3 µM), inactives show at the highest dose activation, usual class: activators | AID 624291 | alpha7betagal myoblasts, beta-gal FDG fluorescence, 48 h | 350,000 tested, 0.064% active;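 note: potency is the fitted concentration of half-maximal effect; 100% = response of the positive control SU9516; nearly all actives have a fitted effect of over 60% in size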
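Alpha7betagal+/- myoblasts (passage 13) were plated 16-24 hr, then exposed to compounds (1:260 dilution of DMSO stock) for 48 hours at 37C. After MPER lysis, β-galactosidase reporter activity was read as FDG fluorescence (ex 480/em 540) after 30 minutes.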
TSHR antag = human thyrotropin receptor antagonism; P16473; activity change, negative = inhibition, % at 11.5 µM; TSHR-expressing cells, TSH-stimulated cAMP HTRF, 2 h; hits give low values; AID 504810; 330,000 tested, 0.2% active;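 active = activity change below a set negative limit, meaning inhibition stronger than a set level, cut at about -70% in these data; inconclusive = activity change between two set negative limits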; note: % is set by controls: 0 for no effect and ±100 for the full control effect
Target sequence (P16473 whole entry, looked up): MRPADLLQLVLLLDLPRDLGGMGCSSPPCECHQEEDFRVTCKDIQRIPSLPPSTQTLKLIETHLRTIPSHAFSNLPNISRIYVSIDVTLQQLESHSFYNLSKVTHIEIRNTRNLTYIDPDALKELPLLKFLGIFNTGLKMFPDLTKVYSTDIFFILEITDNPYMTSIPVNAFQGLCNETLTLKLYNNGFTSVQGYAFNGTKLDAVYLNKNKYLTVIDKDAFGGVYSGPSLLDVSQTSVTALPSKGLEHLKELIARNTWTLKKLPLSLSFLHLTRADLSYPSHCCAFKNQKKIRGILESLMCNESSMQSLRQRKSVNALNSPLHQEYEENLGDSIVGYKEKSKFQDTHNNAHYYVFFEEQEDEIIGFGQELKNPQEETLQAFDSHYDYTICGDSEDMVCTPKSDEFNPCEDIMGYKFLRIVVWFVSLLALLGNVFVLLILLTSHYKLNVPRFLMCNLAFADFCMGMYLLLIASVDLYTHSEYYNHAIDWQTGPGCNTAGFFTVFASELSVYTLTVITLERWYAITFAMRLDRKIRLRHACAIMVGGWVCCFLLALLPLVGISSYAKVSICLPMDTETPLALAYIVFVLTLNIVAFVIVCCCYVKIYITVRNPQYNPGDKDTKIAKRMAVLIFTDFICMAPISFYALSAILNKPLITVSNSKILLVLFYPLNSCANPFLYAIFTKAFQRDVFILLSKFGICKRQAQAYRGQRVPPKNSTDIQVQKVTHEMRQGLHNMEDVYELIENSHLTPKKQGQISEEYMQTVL
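Antagonism was scored as loss of TSH-driven cAMP in TSHR cells, stimulated with 4nM TSH (EC80) for 2 hours at 37 deg C and detected by homogeneous HTRF competition immunoassay.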
Mito fusion yeast = mitochondrial division inhibition or fusion activation; S. cerevisiae fusion-defective mutant growth rescue, CellTiterGlo 48 h; 320,000 tested, 0.23% active; AID 485298; Potency, µM (highest dose often 46.1 µM), without a hit: top-dose growth rescue (activation), actives largely listed as activators;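 note: potency is the fitted concentration of half-maximal effect; % of control where 0% means no effect; nearly all actives have a fitted effect of over 45% in size; temperature-sensitive fusion mutants such as fzo1-1 at 37 °C on non-fermentable ethanol glycerol medium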
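Growth-rescue viability read-out: after 48 h at the non-permissive 37C in glycerol/ethanol YPEG, yeast mitochondrial fusion mutants are measured by CellTiterGlo luminescence; compounds (23 nl pinned per well) restoring growth score as division inhibitors or fusion activators.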
AT treatment = potential ataxia-telangiectasia treatments restoring KAP-1 phosphorylation; […] A-T fibroblasts, KAP-1 phosphorylation AlphaLISA; neocarzinostatin DNA damage 30 min before lysis; 320,000 tested, 0.19% active; Potency, µM (series often up to 57.5 µM), inactives show at the top dose activation, most hits filed as activators; AID 485349; note: potency is the fitted concentration of half-maximal effect; % of control where 0% means no effect; nearly all actives have a fitted effect of over 45% in size
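hTERT-immortalized A-T patient fibroblasts ([…]), 500 cells/well in OPTI-MEM, 1% FBS, got compounds for 60 min, then NCS for 30 min at 37C. Lysates were then assayed for phospho-KAP-1 by AlphaLISA (anti-pKAP1 donor, anti-KAP1 acceptor beads), 6 hr at 25C.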
MBNL1 CUG block = MBNL1-poly(CUG) RNA binding inhibition; Q9NR56; AID 2675; Potency, µM (series often up to 57.5 µM), for the others: at the top dose activity change, negative = inhibition, actives largely listed as inhibitors; TR-FRET MBNL1-His/biotin-(CUG)12 binding, 665/545 ratio; 280,000 tested, 0.036% active; active = well fitted inhibition curve with a large enough effect in the signal ratio, with a control signal flat, not every such curve was filed as active; inconclusive = small, poorly fitted or top-dose-only effect, or effect the other way, or a change in a side signal; inactive = no such curve, though single readings can be large or run the other way; the % refers to the signal ratio; note: potency is the fitted concentration of half-maximal effect; % is set by controls: 0 for no effect and ±100 for the full control effect
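MBNL1-His + Biotin-(CUG)12, cpd titration 92 nM–58 uM; Tb anti-His Ab 0.055 ng/ul, SA-XL665 5 nM (final); 60 min RT; ratiometric 665/545 nm, Ex 340 nm; normalized to buffer and full-complex controls.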
Menin-MLL TR inh = menin-MLL binding inhibition, Texas Red mutant peptide; 270,000 tested, 0.23% active; Potency, µM (doses to about 61.6 µM), for inactives: at the highest dose FP activity change, negative = inhibition, actives largely listed as inhibitors; Menin + Texas Red MLL mutant peptide, fluorescence polarization; O00255; active = well fitted inhibition curve with a large enough effect in the polarisation, with a control signal flat, not every such curve was filed as active; inconclusive = small, poorly fitted or top-dose-only effect, or effect the other way, or a change in a side signal; inactive = no such curve, though single readings can be large or run the other way; the % refers to the polarisation; note: potency is the fitted concentration of half-maximal effect; % of control where 0% means no effect; many of its hits are not listed in these tables
MLL CXXC-DNA inh = MLL CXXC-DNA interaction inhibition | Potency, µM (series often up to 115 µM), for the others: top-dose activity change, negative = inhibition, usual class: inhibitors | 290,000 tested, 0.037% active | AID 2662 | MLL-CXXC / FITC-HOXA9 DNA fluorescence polarization; active = well fitted inhibition curve with a large enough effect in the polarisation, with a control signal flat, not every such curve was filed as active; inconclusive = small, poorly fitted or top-dose-only effect, or effect the other way, or a change in a side signal; inactive = no such curve, though single readings can be large or run the other way; the % refers to the polarisation; note: potency is the fitted concentration of half-maximal effect
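Fluorescence polarization: 7 uM MLL-CXXC (stock) preincubated 5 min with compounds, then 50 nM fluorescein-HOX-A9 DNA (stock) added; 30 min ambient. Buffer 50 mM Tris-HCl pH 7.5, 50 mM NaCl, 1 mM DTT, 0.05% BSA.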
TSG101-PTAP inh = blocks PTAP/TSG101 interaction to inhibit HIV-1 budding. Fluorescence polarization, FITC-PTAP peptide / Tsg101 binding. Potency, µM (doses to about 115 µM), inactives show at the top dose activity change, negative = inhibition, actives largely listed as inhibitors. 340,000 tested, under 10 active; active = well fitted inhibition curve with a large enough effect in the main read-out, with a control signal flat, not every such curve was filed as active; inconclusive = small, poorly fitted or top-dose-only effect, or effect the other way, or a change in a side signal; inactive = no such curve, though single readings can be large or run the other way; note: potency is the fitted concentration of half-maximal effect; % of control where 0% means no effect
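FP read-out: FITC-PTAP peptide, 50 nM final, binding Tsg101 binding domain, 10 uM final; 20 min, r.t.; 10 mM HEPES pH 7.5, 0.15 M NaCl, 0.01% Tween 20, 3 mM EDTA, 0.1 mM TCEP.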
Numbers without * were called inactive; ? = inconclusive; · = no result given; [ ] = remark or other dose. Unless noted, calls come from the whole dose curve; as a rule, active = well fitted curve in the direction sought with a large enough effect; inconclusive = small, poorly fitted or top-dose-only effect, or another doubt; inactive = no such curve, though single readings can be large; an effect the other way counts as inactive or inconclusive. The list is partial, so the mix of outcomes need not match the whole.

Sample of the layout (five entries):
SMILES	TCR activator	ASM inhibitor	a7 integrin act	TSHR antag	Mito fusion yeast	AT treatment	MBNL1 CUG block	Menin-MLL TR inh	MLL CXXC-DNA inh	TSG101-PTAP inh
O=[N+]([O-])c1cc(/C=N/N2CCOCC2)cs1	6%	-5%	-18%	2	1%	-18%	?	-4%	0%	-3%
CCOC(=O)/C(C(N)=NCCO)=C(/O)c1ccccc1	-6%	5%	13µM*	9	-1%	·	-11%	4%	7%	-6%
CCOC(=O)c1cc(-c2ccccc2)sc1NC(=O)CN1C(=O)NC(CC)(c2ccc(F)cc2)C1=O (stereo not drawn)	3%	-3%	0%	-8	3%	1%	22%	·	31%[activator]	-6%
CCCS(=O)(=O)c1c(S(=O)(=O)CCC)c2c(N)cccn2c1C(=O)c1ccc(Br)cc1	-2%[46.1 µM]	-13%	-27%	3	?	·	51%[activator]	?	17%	0%
CCOC(=O)C(NC(=O)c1cccc(Cl)c1)(Nc1nnc(C)s1)C(F)(F)F (stereo not drawn)	·	3%	-8%	1	2%	-3%	-7%	2%	3%	-4%

The whole of this part, from the start:
SMILES	TCR activator	ASM inhibitor	a7 integrin act	TSHR antag	Mito fusion yeast	AT treatment	MBNL1 CUG block	Menin-MLL TR inh	MLL CXXC-DNA inh	TSG101-PTAP inh
O=[N+]([O-])c1cc(/C=N/N2CCOCC2)cs1	6%	-5%	-18%	2	1%	-18%	?	-4%	0%	-3%
CCOC(=O)/C(C(N)=NCCO)=C(/O)c1ccccc1	-6%	5%	13µM*	9	-1%	·	-11%	4%	7%	-6%
CCOC(=O)c1cc(-c2ccccc2)sc1NC(=O)CN1C(=O)NC(CC)(c2ccc(F)cc2)C1=O (stereo not drawn)	3%	-3%	0%	-8	3%	1%	22%	·	31%[activator]	-6%
CCCS(=O)(=O)c1c(S(=O)(=O)CCC)c2c(N)cccn2c1C(=O)c1ccc(Br)cc1	-2%[46.1 µM]	-13%	-27%	3	?	·	51%[activator]	?	17%	0%
CCOC(=O)C(NC(=O)c1cccc(Cl)c1)(Nc1nnc(C)s1)C(F)(F)F (stereo not drawn)	·	3%	-8%	1	2%	-3%	-7%	2%	3%	-4%
O=C(CCC(=O)N1CCOc2ccc(Cl)cc21)NCCCN1CCC(Cc2ccccc2)CC1	-2%	0%	-63%[inhibitor]	0	-9%	7%	-10%	-10%	·	-2%
COc1ccc(/C=C\C(=O)CC(O)(c2ccccc2)C(F)(F)F)cc1 (stereo not drawn)	0%	-5%	-18%	-19	-6%	·	6%	9%	-19%	-15%
Cc1ccc(C)c(N2CCN(C(=O)CCc3nc(-c4cccc(Cl)c4)no3)CC2)c1	-5%[46.1 µM]	-10%	-10%	-22	·	3%	·	·	·	1%
CCOCCCNC(=O)c1ccc2c(=O)n(Cc3ccc4c(c3)OCO4)c(=S)[nH]c2c1	·	-1%	-11%	12	8%	-3%	-5%	-25%	10%	0%
O=C(COC(=O)CCC1CCCC1)Nc1ccccc1Br	-2%	0%	19%	-1	10%	0%	·	·	·	3%
COc1ccc(OC2C(=O)N(Cc3ccc(F)cc3)C2c2cc(OC)c(OC)c(OC)c2)cc1 (stereo not drawn)	11%[46.1 µM]	0%	3%	13	1%	3%	-6%	-13%	4%	-1%
Cc1ccc(C(C#N)c2ccc(Cl)nn2)cc1 (stereo not drawn)	1%	6%	-23%	1	0%	-8%	13%	-19%	1%	-1%
Cc1nnc(C)n1/N=C/c1ccc(-c2ccccc2)cc1	6%	-7%	?	28	-1%	?	?	13%	13%	-4%
O=C(COc1ccc(Cl)cc1)NCCNC(=O)c1ccccn1	1%	4%	1%	-4	8%	1%	2%	4%	-1%	5%
COc1ccc(OCC(=O)NNc2c3ccccc3nc3ccccc23)cc1	-1%	-1%	-5%	-20	8%	-3%	?	?	-7%	-5%
CC(C(=O)N1CCCC1)N1CCN(S(=O)(=O)c2ccccc2)CC1 (stereo not drawn)	·	8%	-6%	·	·	9%	·	·	·	-3%
COc1ccc(-c2cc(-c3ccccc3)nc(=O)[nH]2)cc1	-3%	97%[activator]	12%	-4	-1%	8%	18%	·	-8%	-2%
COc1ccc2[nH]c(C(=O)NCCc3ccccc3)cc2c1	1%	6%	-6%	-7	-8%	0%	·	·	2%	-3%
O=C(CSc1nc2ccccc2[nH]1)Nc1ccc2[nH]c(=O)[nH]c2c1	0%	-2%	-7%	2	1%	3%	·	·	·	-3%
Cc1cc(NC(=O)COC(=O)CCNS(=O)(=O)c2cccc(C(F)(F)F)c2)no1	3%	1%	-1%	-9	1%	3%	1%	8%	3%	-2%
CCOC(=O)c1ccc(-n2c(C)nc3c(cnn3-c3ccccc3C)c2=O)cc1	-2%	0%	-6%	1	6%	15%	-3%	-6%	14%	-1%
FC(F)(F)c1ccc(-c2noc(CN3CCCN(C4CCCCC4)CC3)n2)cc1	-2%	-2%	-53%[inhibitor]	-9	1%[9.22 µM]	2%	-10%	-8%	21%	3%
CCOc1cc(NC(=O)c2ccccn2)c(OCC)cc1NC(=O)c1cccc(C)c1	-3%	69%[activator]	-23%	-12	-1%	2%	-1%	-11%	?	-9%
O=C(CCN1C(=O)/C(=C\c2ccco2)SC1=S)Nc1ccc(C(=O)O)c(O)c1	-2%	0%	0%	1	-7%	3%	15%	?	0%	-5%
Cc1nc(CSc2nc3[nH]ncc3c(=O)n2-c2ccccc2)cs1	-6%	-2%	-22%	-1	-4%	3%	-3%	-13%	-7%	-2%
Cc1cc(C)n(-c2ccc(C(=O)OCn3nnc4ccccc4c3=O)cc2)n1	2%	-5%	-23%	-8	-1%	0%	12%	-5%	4%	-10%
COc1ccc(/C=N/NC(=O)C(=O)N2CCCCCC2)cc1[N+](=O)[O-]	2%	1%	-18%	-1	-28%	2%	?	·	0%	-6%
COC(=O)C1(C)NC(c2ccc(OC)cc2)C2C(=O)N(c3ccccc3)C(=O)C21 (stereo not drawn)	-6%	1%	-13%	-3	-2%	5%	0%	-27%	28%	0%
CSc1ccccc1C(=O)NCC1CCCO1 (stereo not drawn)	4%	0%	-15%	15	-2%	-1%	0%	0%	0%	-4%
COc1ccc2nc(NC(=O)c3ccc(-c4cccc([N+](=O)[O-])c4)o3)sc2c1	-5%[46.1 µM]	·	·	-5	0%	-14%	?	?	-22%	·
COc1ccc(CCNC(=O)Cn2cccc2C(=O)c2ccccc2C)cc1OC	1%[46.1 µM]	7%	?	21	2%	-3%	-20%	?	2%	-4%
COc1ccc(OC)c(C2=Nn3c(nnc3-c3ccco3)SC2)c1	5%	-13%	4%	10	3%	9%	-10%	-5%[11.7 µM]	-5%	-3%
Cc1c([N+](=O)[O-])ccc(S(=O)(=O)N2CCC(C(N)=O)CC2)c1C	-3%[46.1 µM]	-1%	10%	-4	-4%	4%	-3%	0%	13%	-3%
O=C(COc1ccccc1)N/N=C/c1cc2c(cc1[N+](=O)[O-])OCO2	-8%	-3%	-3%	-5	-2%	4%	?	-3%	-11%	-16%
O=C(COc1ccc(Br)cc1)Nc1ccccc1N1CCCC1	-7%	-1%	-5%	-4	17%	-1%	-2%	-4%	8%	3%
COC(=O)CN(c1nc(C)c(Br)c(OC)n1)S(=O)(=O)c1ccccc1	·	-4%	7%	-13	-3%	3%	1%	-12%	-2%	-7%
CCc1ccc2nc(N3CCN(C)CC3)c(C#N)cc2c1	-5%	22%	8%	10	-12%	1%	23%	-2%	-8%	-2%
COc1ccc2nc(N3CCCCC3)c(C#N)cc2c1	15%	76%[activator]	16%	-9	4%	20µM*	94%[activator]	17%	-28%	54%[activator]
CC1CCCCC1NC(=O)CCCN1C(=O)c2ccccc2C1=O (stereo not drawn)	5%	4%	1%	-8	·	4%	·	·	·	-6%
c1ccc(CSc2nnc3c(n2)OC(c2ccco2)Nc2ccccc2-3)cc1 (stereo not drawn)	0%	-2%	-39%	-2	4%	-9%	?	?	-15%	-5%
C[C@H](NC(=O)c1nc[nH]c1C(=O)NC(c1ccccc1)c1ccccc1)C(=O)OCc1ccccc1	-1%	6%	-35%	10	-10%	23%	-5%	·	6%	-4%
